Assay outcomes: PubChem BioAssay, Southern Research Specialized Biocontainment Screening Center
PhoP GFP inhibition – PhoP regulon inhibitors, Salmonella typhi PhoP promoter GFP reporter, confirmatory (AID 1850). Salmonella Typhi PhoP-promoter GFP reporter, fluorescence, 4 h; higher % means a stronger effect. inhibition, % at 50 µM; hits with a dose series show IC50 in µM. hit rate 0.33% among 310,000; in the data active = a potency from the dose series; inconclusive = inhibition mostly from about 25% at the one dose, without a potency; inactive = the rest, 99 in 100 with inhibition below about 19%;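 note: 0% = induced wells with vehicle and 100% = uninduced wells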
VEEV TC-83 Vero – inhibitors of VEEV TC-83 cytopathic effect, confirmation, Vero cells (AID 588727); Vero cells, VEEV TC-83 cytopathic effect inhibition; higher % means a stronger effect; inhibition, % at 20 µM; hits with a dose series show IC50 in µM; hit rate 0.13% among 350,000; in the data active = a potency from the dose series; inconclusive = inhibition mostly from about 14% at the one dose, without a potency; inactive = the rest, 99 in 100 with inhibition below about 12%; note: strong numbers were not always called active
tuberculosis growth – growth inhibition of non-replicating M. tuberculosis (AID 488890); hit rate 0.39% among 320,000; Mycobacterium tuberculosis non-replicating, growth inhibition; higher % means a stronger effect; inhibition, % at 25 µM; hits with a dose series show IC50 in µM; in the data active = a potency from the dose series; inconclusive = inhibition mostly from about 82% at the one dose, without a potency; inactive = the rest, 99 in 100 with inhibition below about 76%;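 note: plate controls were DMSO cells for no effect and high antibiotic wells for full effect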
H1N1 NS1A inhibition – NS1A inhibition, H1N1 influenza, cell based functional assay (AID 504329); NS1A functional cell-based assay, percent inhibition; higher % means a stronger effect; inhibition, % at 12.5 µM, or IC50 in µM where a hit was titrated; hit rate 0.3% among 340,000; in the data active = a potency from the dose series; inconclusive = inhibition above about 27% without an active follow-up result; note: strong numbers were not always called active
H37Rv inhibition – M. tuberculosis growth inhibition, HTS (AID 449762) | hit rate 0.59% among 330,000 | inhibition, % at 25 µM, or IC50 in µM where a hit was titrated | M. tuberculosis H37Rv growth inhibition, 7H9 media; higher % means a stronger effect; in the data active = a potency from the dose series; inconclusive = inhibition above about 70% without an active follow-up result;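 note: bacterial growth assessed after seven days of incubation; strong numbers were not always called active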
Active calls of the source: *; i = inactive; ? = inconclusive; / = no result given.

SMILES	PhoP GFP inhibition	VEEV TC-83 Vero	tuberculosis growth	H1N1 NS1A inhibition	H37Rv inhibition
O=C(CSc1n[nH]c(-c2ccco2)n1)Nc1ccc(Br)cc1	-11.6%	i	?	-8.1%	?
COC(=O)Cc1c(C)c2ccc(OC3CCCCC3=O)c(C)c2oc1=O (stereo not drawn)	-9.3%	0.8%	2.4%	-1.8%	10.7%
CCN1CCN(C(c2cccs2)C(C)NC(=O)Oc2ccccc2)CC1 (stereo not drawn)	6.1%	1.2%	-19.2%	-3.8%	-2.9%
CCOc1ccccc1Oc1coc2cc(OC(=O)N(C)C)ccc2c1=O	-2.7%	3.4%	7.0%	26.7%	1.8%
O=C(O)[C@H](Cc1ccccc1)NC(=O)N1CCN(c2ccc(F)cc2)CC1	5.9%	0.6%	-9.9%	-5.0%	-1.4%
Cc1noc2ncnc(N3CCN(c4cccc(Cl)c4)CC3)c12	2.4%	1.9%	13.6%	-2.6%	-1.6%
O=C(NCCc1ccccc1)C1CCC(=O)N1CCc1ccccc1 (stereo not drawn)	-4.4%	0.3%	-5.7%	-4.8%	-1.5%
O=C(CCn1c(=O)oc2ccccc21)Nc1nccs1	-9.2%	0.8%	-13.2%	2.6%	1.1%
Cc1ccc(C(=O)Oc2cccc(NC(=O)c3cccs3)c2)cc1S(=O)(=O)N1CCOCC1	-11.0%	0.7%	10.7%	-2.9%	0.6%
O=C(COC(=O)c1ccc([N+](=O)[O-])cc1)Nc1ccc(Cl)cn1	-1.7%	0.7%	34.3%	-5.0%	61.9%
c1ccc(-c2nc[nH]c2-c2ccccc2)cc1	-2.6%	1.8%	12.1%	-3.5%	1.8%
O=C(O)Cc1ccc(NS(=O)(=O)c2c(Cl)cccc2Cl)cc1	11.2%	0.7%	/	8.5%	-10.1%
COc1ccc(NC(=S)NC(=O)c2cccnc2)cc1	7.3%	0.5%	33.7%	-17.4%	4.3%
O=C1OC(CC(=O)N(Cc2nnc(-c3ccccc3Cl)o2)C2CC2)c2ccccc21 (stereo not drawn)	/	0.8%	14.0%	-17.1%	-8.8%
Cc1nc2cc(NC(=O)COc3ccc(C#N)cc3)ccc2n1-c1ccccc1	-4.6%	7.8%	31.1%	-1.5%	?
CCC(C)(C)n1nnnc1C(c1ccc(OC)cc1)N1CCN(C(=O)c2ccco2)CC1 (stereo not drawn)	14.1%	0.1%	1.3%	-8.8%	0.0%
Cc1ccc(-c2nn3c(C)nnc3s2)cc1NCc1c(F)cccc1Cl	-3.7%	i	14.2%	-1.0%	2.9%
C#CCn1c(=NC(=O)c2sc3ccccc3c2Cl)sc2cc(S(N)(=O)=O)ccc21	-1.4%	i	-11.0%	-1.3%	-2.3%
CC(C)CC1C2C(=O)N(c3ccccc3)C(=O)C2ON1c1ccccc1 (stereo not drawn)	4.5%	0.3%	-0.8%	-2.8%	9.2%
O=C1CCN(S(=O)(=O)c2ccc(Cl)cc2)N1	-4.7%	4.1%	-4.1%	-6.0%	-10.5%
O=C(Nc1ccc(Br)cc1Br)c1cccc2c1C(=O)N(C1CCCCC1)C2	2.6%	0.3%	47.7%	-1.5%	10.8%
O=C(NN=C1CCCCCCCCCCC1)c1cccc(S(=O)(=O)N2CCOCC2)c1	-0.2%	i	4.7%	0.3%	1.6%
CCCCNC(=S)N1CCN(Cc2ccc3c(c2)OCO3)CC1	4.1%	2.2%	49.9%	1.3%	6.0%
N#CCc1cc2ccc3cccc4ccc(c1)c2c34	-7.3%	6.6%	3.5%	-3.5%	2.1%
CCOc1ccc2nc(NC(=O)C(CCSC)NS(=O)(=O)c3cccs3)sc2c1 (stereo not drawn)	2.2%	2.7%	16.5%	-16.8%	-7.1%
Cc1ccc(OCc2n[nH]c(=S)n2Cc2ccccc2)cc1	-25.7%	2.4%	11.4%	-5.9%	8.3%
Cc1cccc(NC(=O)C2CC2c2ccccc2)c1C (stereo not drawn)	-4.8%	0.6%	23.0%	-3.0%	8.6%
N#CC(C(=O)Nc1cccc(Cl)c1)=C1Nc2ccccc2N1	-6.1%	7.1%	-9.7%	-4.5%	2.4%
CCOC(=O)c1ccc(N=C2C(=S)N(c3ccc(C(=O)OCC)cc3)C(=N)N2/N=C/c2ccccc2)cc1	-1.6%	3.2%	79.9%	-2.5%	68.9µM*
CC(C)CCn1c(CN2CCN(Cc3ccccc3)CC2)nc2c1c(=O)n(C)c(=O)n2C	5.8%	i	34.4%	0.8%	-3.1%
O=C(NC12CC3CC(CC(C3)C1)C2)c1ccc([N+](=O)[O-])cc1	-3.6%	i	/	-6.0%	2.2%
Cc1cc(C)cc(NC(=O)N2c3ccccc3NC(=O)CC2C)c1 (stereo not drawn)	0.1%	i	0.3%	-7.0%	-7.2%
COc1ccc(S(=O)(=O)Nc2cccc3c2O[C@H](CN(C)S(=O)(=O)c2ccc(OC)cc2)[C@@H](C)CN([C@H](C)CO)C3=O)cc1	/	2.1%	24.7%	-9.2%	-1.7%
CC1CCC/C=C/C(=O)c2c(O)cc(O)cc2CC(=O)O1 (stereo not drawn)	1.6%	12.3%	?	-1.6%	?
Cc1cc(S(=O)(=O)NCc2ccccn2)c(Cl)cc1Cl	-8.6%	i	52.7%	-16.6%	8.0%
CCN1CCCC1CNC(=O)CN(C)S(=O)(=O)c1ccc(Cl)cc1 (stereo not drawn)	13.3%	i	7.6%	-1.4%	0.1%
COc1cccc(NC(=O)CN(C)C(=O)c2cn(-c3ccccc3)nc2-c2cccs2)c1	3.1%	6.2%	30.4%	0.3%	-2.9%
CCCCn1c(N)c(N(CCOC)C(=O)CC2CCCCC2)c(=O)[nH]c1=O	/	7.7%	/	-1.2%	/
Cc1ccc(N2C(=O)C3C4C=CC(CNC(=S)N5CCN(c6ccccn6)CC5)(O4)C3C2=O)cc1 (stereo not drawn)	5.6%	1.9%	3.1%	-2.6%	-0.1%
Cc1cccc(NS(=O)(=O)c2ccc3c(c2)CCN3C(=O)CCC(=O)O)c1	-0.5%	2.2%	-1.1%	-11.2%	-5.0%
COc1nc(OC)nc(N(C)CCO)n1	-0.6%	0.3%	-11.2%	-0.9%	5.7%
Cc1ccc(NC(=O)C2CC(=O)N(c3ccc4c(c3)OCCO4)C2)cc1S(=O)(=O)N(C)C (stereo not drawn)	13.0%	6.6%	-2.1%	-1.0%	22.1%
O=c1c2ccccc2cnn1Cc1n[nH]c(=S)n1-c1ccc(Cl)cc1Cl	3.9%	/	-8.9%	/	1.0%
CCCCCCNC(=O)c1cc(S(=O)(=O)N2CCc3ccccc32)ccc1F	3.4%	i	-14.7%	-2.6%	-5.9%
Cc1nonc1-c1csc(N)n1	-4.8%	0.2%	-0.7%	6.4%	1.4%
CCN1C(=O)C(CC(=O)Nc2ccc(OC)cc2)N(Cc2ccco2)C1=S (stereo not drawn)	-3.5%	2.0%	18.5%	-0.9%	0.9%
Clc1cc(CSc2ccccc2)nc(-c2ccccc2)n1	2.2%	0.9%	7.5%	-2.9%	2.0%
CCOc1ccc(OCCC(=O)OCC(=O)N2CCN(S(=O)(=O)c3ccc(C)cc3)CC2)cc1	2.3%	?	11.8%	-11.9%	26.9%
CC(=O)NC(C)c1cc(F)c2cccnc2c1O (stereo not drawn)	/	3.5%	23.3%	-11.2%	-1.4%
COc1ccc(OCc2cc(C(=O)NCCN3CCCC(O)C3)no2)c(Cl)c1 (stereo not drawn)	-13.5%	1.5%	1.8%	-6.1%	-2.3%
COc1ccc(S(=O)(=O)Nc2cc(C(=O)NC3CCCCCC3)ccc2N2CCOCC2)cc1	-9.0%	i	32.3%	7.2%	-11.5%
COc1ccc(NC(=O)CSc2nc3ccsc3c(=O)n2CCCCCC(=O)O)cc1	0.7%	0.3%	-12.1%	-1.6%	5.5%
COc1ccc(S(=O)(=O)NCC(c2ccc(F)cc2)N2CCOCC2)cc1Br (stereo not drawn)	/	6.3%	/	4.7%	/
CSc1nc2ccc(NC(=O)c3c(-c4ccccc4)noc3C)cc2s1	11.0%	1.4%	-1.0%	2.0%	-0.8%
Cc1ccc(NC(=O)C(C)N=C2NS(=O)(=O)c3ccccc32)cc1F (stereo not drawn)	13.7%	1.1%	3.8%	-7.6%	11.0%
Cc1nc2nc(SCC(=O)C(C)(C)C)[nH]c2cc1Br	-1.6%	2.9%	12.6%	1.3%	0.3%
CN(CC(=O)Nc1ccccc1Cl)C(=O)c1cccc(S(=O)(=O)N2CCN(c3ccccc3)CC2)c1	/	5.5%	/	3.9%	/
C/C=C/c1ccc(OCCOc2cc(C=O)ccc2OC)c(OC)c1	-8.0%	1.1%	63.2%	3.2%	12.8%
COc1ccc(-n2c(SCC(=O)Nc3ccc(C(N)=O)cc3)nc3c([nH]c4ccccc43)c2=O)cc1OC	-7.5%	6.3%	1.8%	16.9%	3.6%
CCOc1ccc(NC(=O)CN(C)C(=O)c2cccnc2Sc2ccc(C)cc2C)cc1OCC	/	1.4%	/	-5.1%	/

Further results follow:
SMILES	PhoP GFP inhibition	VEEV TC-83 Vero	tuberculosis growth	H1N1 NS1A inhibition	H37Rv inhibition
COC(=O)c1ccccc1NC(=O)CN(c1ccc(OC)cc1)S(C)(=O)=O	1.9%	2.4%	3.7%	-1.8%	-1.4%
COc1ccc(S(=O)(=O)N2CCC(C(N)=O)CC2)cc1	10.7%	i	/	-16.9%	-10.3%
COc1ccc2[nH]c(C(=O)NCc3ccccc3)c(C)c2c1	-5.1%	i	-12.1%	-14.4%	-2.0%
OC1(c2cn(Cc3ccccc3)nn2)CCCCC1	-7.4%	0.2%	7.3%	-12.3%	-2.6%
CCCCCC(=O)Nc1nc2ccccc2[nH]1	0.1%	2.8%	?	16.6%	64.0%
N/C(=N\OC(=O)CCC1CCCCC1)c1ccc([N+](=O)[O-])cc1	-9.3%	0.5%	20.1%	-3.6%	-12.5%
CC1=Nc2cc(C(=O)O)ccc2Sc2c(C)ccc(C)c21	-25.8%	0.4%	-3.9%	-5.2%	1.6%
O=C(CCSc1ccccc1)Nc1nnc(-c2cccs2)o1	23.1%	0.3%	/	-8.7%	?
O=C1NC(=O)N(Cc2ccccc2)CC1Br (stereo not drawn)	/	i	/	-17.9%	/

Structures above containing an aryl thioether with sulfur outside any ring (eight):
SMILES	PhoP GFP inhibition	VEEV TC-83 Vero	tuberculosis growth	H1N1 NS1A inhibition	H37Rv inhibition
O=C(CSc1n[nH]c(-c2ccco2)n1)Nc1ccc(Br)cc1	-11.6%	i	?	-8.1%	?
Clc1cc(CSc2ccccc2)nc(-c2ccccc2)n1	2.2%	0.9%	7.5%	-2.9%	2.0%
COc1ccc(NC(=O)CSc2nc3ccsc3c(=O)n2CCCCCC(=O)O)cc1	0.7%	0.3%	-12.1%	-1.6%	5.5%
CSc1nc2ccc(NC(=O)c3c(-c4ccccc4)noc3C)cc2s1	11.0%	1.4%	-1.0%	2.0%	-0.8%
Cc1nc2nc(SCC(=O)C(C)(C)C)[nH]c2cc1Br	-1.6%	2.9%	12.6%	1.3%	0.3%
COc1ccc(-n2c(SCC(=O)Nc3ccc(C(N)=O)cc3)nc3c([nH]c4ccccc43)c2=O)cc1OC	-7.5%	6.3%	1.8%	16.9%	3.6%
CCOc1ccc(NC(=O)CN(C)C(=O)c2cccnc2Sc2ccc(C)cc2C)cc1OCC	/	1.4%	/	-5.1%	/
O=C(CCSc1ccccc1)Nc1nnc(-c2cccs2)o1	23.1%	0.3%	/	-8.7%	?

This is a random part of the collection; overall some 1.6% were active at least once.
